Assay outcomes deposited in PubChem BioAssay by several laboratories.
MC4R ag barr: activates human MC4R beta-arrestin recruitment; P32245; hit rate 0.98% among 360,000; U2OS MC4R beta-arrestin complementation, luminescence; percent of melanotan II response, DMSO zero; activation, % at 8.9 µM; AID 540308;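 active = activation above a per-plate cutoff, the mean activation of sample wells on that plate plus 3 SD, cut at about 8% in these data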
ABCB6 inh 2: inhibitors of human ABC transporter ABCB6; Q9NP58; hit rate 0.19% among 360,000; fluorescence ratio to DMSO, % at 10 µM; K562-ABCB6 porphyrin accumulation, flow cytometry, 1 h; stronger effect = lower value;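 active = fluorescence ratio to DMSO below 75%, the collection mean minus 3 SD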;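 note: signal is porphyrin accumulated inside mitochondria; 100% equals median channel fluorescence of DMSO control wells; lower ratio means ABCB6 inhibition with less porphyrin fluorescence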
Exocytosis inh: lytic granule exocytosis inhibition; TALL-104 LAMP-1 surface exposure, flow cytometry; cells stimulated with thapsigargin and PMA; inhibition, % at 10 µM; hit rate 0.66% among 360,000;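 active = inhibition above about 55%, limit read from the data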
MC4R antag cAMP: antagonists of human melanocortin 4 receptor (MC4R) | P32245 | MC4R-expressing cells, MTII-stimulated cAMP, LANCE TR-FRET | inhibition, % at 6.5 µM | hit rate 0.48% among 360,000 | AID 540295;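 active = inhibition above its plate's cutoff, the mean of tested wells on that plate plus 3 SD, cut at about 29% in these data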;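 note: 0% = Melanotan II alone and 100% = Melanotan II plus saturating MCL0020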
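System: U2OS-MC4R stable cell line; Technique: Eu-cAMP/anti-cAMP TR-FRET, emission 671 nm; Repeats: single well per compound; Also added: Melanotan II; Dosing: one concentration, 6.5 µM nominal; Schedule: 30-min compound, 1-h challenge, 1-h detection, room temperature.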
N-glyco inh: blocks N-linked glycosylation in D54 reporter cells; D54 ERlucT glycosylation luciferase reporter, 24 h; percent of 100 nM tunicamycin response; reporter increase, % at 12.5 µM; hit rate 0.23% among 360,000;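 active = mean luciferase reporter signal, scaled so untreated is 0 and the glycosylation-blocking control 100, at or above a set limit in every replicate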;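 note: luciferase carries N-glycosylation sites so blocking glycosylation raises the light; 0% = median of neutral control wells and 100% = median of 100 nM tunicamycin wells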
NOD2-RIPK2 inh: NOD2-RIPK2 protein interaction inhibition. O43353. CHO BLA complementation NOD2-RIPK2, CCF4 ratio. inhibition, % at 4.98 µM. hit rate 0.38% among 360,000; in the data active = inhibition above about 21%;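 note: 0% = vehicle only and 100% = reference blocker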
TLR9-MyD88 inh: inhibitors of human TLR9-MyD88 binding. Q9NR96+Q99836. CHO BLA complementation TLR9-MyD88, CCF4 FRET ratio. inhibition, % at 4.98 µM. hit rate 0.21% among 340,000;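 active = inhibition above the mean over all tested compounds plus 3 SD, cut at about 21% in these data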;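 note: 0% = DMSO only wells and 100% = clavulanate BLA inhibitor control wells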
Vif imaging: blocks HIV Vif function; HEK293T cells, Vif self-association by quenched fluorescence, imaging, 24 h; inhibition, % at 7.49 µM; hit rate 0.35% among 340,000; AID 602346; in the data active = inhibition above about 50%, passing the limit was not always enough; note: some results filed as inactive read as strong as hits
ABHD5 PLIN5 PPI: blocks binding of human ABHD5 to perilipin-5. inhibition, % at 4 µM. Split G. princeps luciferase complementation, luminescence, 4 h. AID 602281. Q00G26+Q8WTS1. hit rate 0.78% among 360,000;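 active = inhibition above the mean inhibition across every tested compound plus 3 SD, cut at about 22% in these data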;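 note: 0% = DMSO only wells and the 100% control is not disclosed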
Target sequence (Q00G26 whole entry, looked up): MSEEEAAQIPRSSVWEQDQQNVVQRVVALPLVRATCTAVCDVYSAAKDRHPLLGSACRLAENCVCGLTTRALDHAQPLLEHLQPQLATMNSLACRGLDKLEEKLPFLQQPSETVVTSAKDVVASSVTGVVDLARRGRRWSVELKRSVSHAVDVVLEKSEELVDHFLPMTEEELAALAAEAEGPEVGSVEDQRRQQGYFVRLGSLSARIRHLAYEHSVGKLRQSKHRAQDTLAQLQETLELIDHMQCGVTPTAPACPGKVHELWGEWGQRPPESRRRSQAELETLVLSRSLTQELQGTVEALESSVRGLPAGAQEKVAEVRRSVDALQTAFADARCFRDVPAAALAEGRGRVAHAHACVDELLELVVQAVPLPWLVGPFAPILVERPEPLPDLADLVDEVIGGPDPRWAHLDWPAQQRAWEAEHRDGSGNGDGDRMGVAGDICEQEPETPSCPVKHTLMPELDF
Target sequence (Q8WTS1 whole entry, looked up): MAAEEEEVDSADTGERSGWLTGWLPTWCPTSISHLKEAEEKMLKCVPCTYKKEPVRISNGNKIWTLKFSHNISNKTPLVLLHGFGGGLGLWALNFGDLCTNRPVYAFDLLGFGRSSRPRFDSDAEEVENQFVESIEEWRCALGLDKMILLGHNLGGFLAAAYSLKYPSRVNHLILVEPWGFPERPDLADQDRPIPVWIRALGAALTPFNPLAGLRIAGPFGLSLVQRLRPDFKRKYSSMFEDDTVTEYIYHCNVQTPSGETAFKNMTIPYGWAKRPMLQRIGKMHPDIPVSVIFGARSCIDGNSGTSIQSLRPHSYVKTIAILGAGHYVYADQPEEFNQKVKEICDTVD
aDG glyco up: increases alpha dystroglycan glycosylation | Pro5-aDG cells, alpha-DG glycosylation AlphaScreen (IIH6); 0% Pro5, 100% B10-LARGE cell signal | activation, % at 10 µM | hit rate 0.22% among 360,000;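 active = activation of at least 8% versus controls, or a plate z-score of at least 8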;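 note: Pro5 are CHO cells carrying HIG-tagged alpha-DG that lacks glycosylation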
* marks the source's active call; other numbers are inactive results; nt = not tested or not shown.

Every second line gives: MC4R ag barr	ABCB6 inh 2	Exocytosis inh	MC4R antag cAMP	N-glyco inh	NOD2-RIPK2 inh	TLR9-MyD88 inh	Vif imaging	ABHD5 PLIN5 PPI	aDG glyco up
- CC(=O)c1cnc2nc(SCc3ccccc3)nn2c1C
  -0.6	100	4	17	-2	3	-13	7	8	-0.1
- COc1ccc(/C=C2\SC(=S)N(CCC(=O)N(CCO)Cc3ccccc3)C2=O)cc1OC
  0.5	97	-7	4	0	3	9	-9	4	0.3
- Cc1cc(C)cc(C(=O)NCC(=O)OCC(=O)c2c(N)n(C)c(=O)n(C)c2=O)c1
  -2.1	93	-7	5	2	-8	5	-2	13	-0.2
- COc1ccc(OC(C)c2ccc(C#N)c(=O)[nH]2)cc1 (stereo not given)
  0.4	102	-3	3	2	-11	-2	0	-7	0.1
- Nn1c(SCc2ccccc2)nnc1C1CCCCC1
  -0.9	95	6	9	8	-7	4	-17	8	0.0
- COC(=O)c1noc(C)c1-c1ccnn1C(=O)c1ccc(C)cc1
  -1.2	98	-13	-2	2	3	3	15	-2	0.0
- C=C1[C@@H](OC(C)=O)C=C[C@@]2(C)C=CC(=O)[C@@](C)(OC(C)=O)[C@@H]2[C@@H](OC(C)=O)[C@]2(O)[C@@H](C)C(=O)O[C@H]2[C@H]1Cl
  -0.6	102	-2	6	4	-13	nt	-12	2	-0.2
- CN(C)/C=C(/C(=O)c1ccccc1)n1cncn1
  -0.9	108	-1	2	2	-5	2	1	2	-0.1
- Cn1c(N)c(C(=O)COC(=O)c2cc(C3CC3)nc3ccccc23)c(=O)n(Cc2ccccc2)c1=O
  -1.3	100	0	-2	2	5	0	-2	-7	-0.2
- COc1ccc(C2(c3ccc(OC)cc3)NC(=O)N(CC(=O)N3CCOCC3)C2=O)cc1
  -0.7	98	-1	-1	2	-4	-3	11	-2	-0.3
- O=C(Cc1ccc([N+](=O)[O-])cc1)NNC(=O)c1cccs1
  0.1	170	-12	5	-1	-9	-10	8	6	0.0
- CN(C)CCNC(=O)c1cc2c(=O)n(C)c3ccccc3c2n1C
  -2.4	101	3	11	16	-3	-16	-1	3	-0.1
- CNC(=O)c1c[nH]c2ccc(S(=O)(=O)Nc3cccc(SC)c3)cc2c1=O
  -1.3	101	-3	19	2	12	6	1	-4	0.0
- CC(=O)N1c2ccc(S(=O)(=O)N3CCC(C(=O)NCc4ccccc4Cl)CC3)cc2CC1C (stereo not given)
  -2.5	99	0	9	-4	9	-1	1	-8	-0.3
- COc1nnc(-c2ccc(C)cc2)c2ccccc12
  0.9	97	14	3	-1	-1	-2	-6	3	0.1
- Fc1c(F)c(C(F)(F)F)c(F)c(F)c1N1CCN(c2ccc3nnc(C(F)(F)F)n3n2)CC1
  1.4	96	1	3	-5	-9	-4	6	2	1.6
- CC[C@@H](C)CN1C(=O)N[C@@H](c2ccccc2)C(C(C)=O)=C1C
  -1.8	91	48	8	1	-4	6	2	13	0.1
- CCOCCCNC(=O)C(NC(=O)c1ccc(NC(C)=O)cc1)c1ccc(Cl)cc1 (stereo not given)
  -0.2	100	4	12	1	-2	-2	-8	-1	-0.2
- C=CC(COCc1ccccc1)N(Cc1ccccc1)S(=O)(=O)c1ccccc1Br (stereo not given)
  0.8	96	-3	13	-6	1	-1	nt	-11	0.4
- O=C(c1ccccc1F)N1CCc2ccccc21
  -0.2	97	-2	4	2	-1	8	nt	4	-0.1
- O=S(=O)(/N=C(/Nc1ccc(F)cc1F)c1ccccc1)c1ccccc1
  -1.7	106	-2	-6	-1	6	-8	-1	-3	0.4
- O=C(O)c1cn(-c2ccc(F)cc2)c(=O)c2ccccc12
  -1.6	101	-2	1	1	8	-1	5	0	-0.2
- c1ccc(NCC2OCc3ccccc3CO2)cc1
  0.2	104	3	8	1	3	1	3	5	0.3
- COc1ccc(OC)c(N2Cc3cc(C)c(C)cc3C2)c1
  -0.8	102	0	-4	-5	4	-3	1	3	0.6
- Cc1[nH]c(=O)c(C#N)c(C)c1Br
  -1.3	98	-1	2	0	3	-10	29	9	-0.1
- CO[C@@H]1CN(C)C(=O)c2cc(NC(=O)NC3CCCCC3)ccc2OC[C@@H](C)N(CCc2ccccc2)C[C@@H]1C
  nt	nt	9	nt	nt	-8	nt	nt	-8	-0.2
- COc1ccc(-n2c(Cc3cc(=O)[nH]c(=O)[nH]3)nnc2SCC(=O)N2CCCC2)cc1
  -0.4	103	1	4	0	-1	-6	8	-3	0.2
- CCn1cc(CN2CCC(n3nccc3NC(=O)c3ccccc3C)CC2)cn1
  -4.8	99	-8	5	3	-5	-14	6	-1	0.5
- CC(C)CCN1CCN(Cc2cccn2-c2ccc(Cl)cn2)CC1CCO (stereo not given)
  -3.6	100	-2	9	-1	17	5	-3	-1	0.0
- COc1ccc(C(=O)NC(C)c2nc3ccccc3n2C)cc1OC (stereo not given)
  -1.8	95	-4	-2	2	-2	-4	17	-1	-0.2
- NS(=O)(=O)c1ccc(N2N=C(c3ccccc3)CC2c2ccccc2Br)cc1 (stereo not given)
  3.6	96	-1	10	-1	8	-5	nt	-5	0.4
- Cn1cccc1C(=O)NC(=O)COC(=O)c1cc([N+](=O)[O-])ccc1Cl
  -0.1	107	-6	13	5	-2	2	6	-2	1.2
- COc1cccc2cc(C(=O)Nc3cc(Cl)ccc3N3CCOCC3)c(=O)oc12
  -1.1	101	-6	3	-7	-3	-8	1	4	-0.3
- O=C(CNC(=O)c1ccco1)N/N=C/c1ccc(O)cc1O
  -1.3	106	-2	4	4	-2	1	2	-10	-0.1
- O=C(COc1ccc(S(=O)(=O)N2CCCC2)cc1)NCc1ccccn1
  -0.1	98	-6	-1	0	-10	-9	29	7	0.0
- Cn1cnc2cc(NC(=O)c3cccs3)ccc21
  0.7	102	0	13	0	-5	-13	10	-2	0.2
- COc1cccc(-c2nc(CS(=O)(=O)CC(=O)Nc3cccc(C)c3C)c(C)o2)c1
  1.3	101	1	-2	2	-16	-1	4	-3	0.0
- COc1cc2c(cc1NC(=O)c1ccc(C)c([N+](=O)[O-])c1)oc1ccccc12
  1.4	98	5	3	2	5	4	5	3	-0.2
- CCCCn1c(SCC(=O)N2CC(C)CC(C)C2)nc2cc(S(N)(=O)=O)ccc21 (stereo not given)
  -1.0	100	0	6	1	-10	-10	-3	0	0.0
- COc1ccc(N2C(=O)CC(NNC(=O)c3ccco3)C2=O)cc1 (stereo not given)
  -0.6	105	0	7	2	-4	-5	-2	1	0.7

A different layout for two compounds above:
MC4R ag barr	ABCB6 inh 2	Exocytosis inh	MC4R antag cAMP	N-glyco inh	NOD2-RIPK2 inh	TLR9-MyD88 inh	Vif imaging	ABHD5 PLIN5 PPI	aDG glyco up	smiles
1.3	101	1	-2	2	-16	-1	4	-3	0.0	COc1cccc(-c2nc(CS(=O)(=O)CC(=O)Nc3cccc(C)c3C)c(C)o2)c1
-1.3	106	-2	4	4	-2	1	2	-10	-0.1	O=C(CNC(=O)c1ccco1)N/N=C/c1ccc(O)cc1O

Complete entries from above:
C=CC(COCc1ccccc1)N(Cc1ccccc1)S(=O)(=O)c1ccccc1Br (stereo not given) in the list: MC4R ag barr = 0.8; ABCB6 inh 2 = 96; Exocytosis inh = -3; MC4R antag cAMP = 13; N-glyco inh = -6; NOD2-RIPK2 inh = 1; TLR9-MyD88 inh = -1; Vif imaging = nt; ABHD5 PLIN5 PPI = -11; aDG glyco up = 0.4
O=S(=O)(/N=C(/Nc1ccc(F)cc1F)c1ccccc1)c1ccccc1 in the list: MC4R ag barr = -1.7; ABCB6 inh 2 = 106; Exocytosis inh = -2; MC4R antag cAMP = -6; N-glyco inh = -1; NOD2-RIPK2 inh = 6; TLR9-MyD88 inh = -8; Vif imaging = -1; ABHD5 PLIN5 PPI = -3; aDG glyco up = 0.4

Carrying on.
Every second line gives: MC4R ag barr	ABCB6 inh 2	Exocytosis inh	MC4R antag cAMP	N-glyco inh	NOD2-RIPK2 inh	TLR9-MyD88 inh	Vif imaging	ABHD5 PLIN5 PPI	aDG glyco up
- COc1ccccc1NC(=O)Cc1nnc(SCC(=O)c2ccc(F)cc2)n1C
  -0.9	99	4	10	0	-8	0	0	8	0.0
- COc1ccc(CCNC(=O)COc2ncnc3ccccc23)cc1OC
  -1.7	92	0	5	0	7	0	13	1	0.0
- COc1ccc(C2CC(=O)c3cnc(NC(=O)c4cccc(OC)c4)nc3C2)cc1 (stereo not given)
  -2.8	91	-5	15	0	-8	5	14	3	-0.1
- COC(=O)c1ccc(S(=O)(=O)N(C2CCCCC2)C2CCCCC2)n1C
  -1.4	100	4	-7	-5	-2	6	-20	2	0.3
- O=C(NCCS(=O)(=O)N1CCN(c2ccccc2F)CC1)C1CC(=O)N(c2ccccc2)C1 (stereo not given)
  -0.8	101	4	9	-2	-1	-9	-3	-3	0.0
- CS(=O)(=O)c1ccccc1C(=O)NCCC(c1ccccc1)c1ccccc1
  1.1	101	4	0	-1	-14	15	-4	9	0.0
- Cn1cc(C(=O)Nc2ccc(F)c(F)c2)cn1
  -1.9	100	0	3	2	6	-8	6	1	0.1
- COc1ccccc1OCCOCCOc1c(C)cc(C)cc1Br
  3.3	98	12	3	0	0	4	5	-13	0.2
- O=C(COC(=O)/C=C/c1ccco1)NCc1ccccc1Cl
  0.5	95	-3	8	4	-5	-4	7	-2	-0.2
- COc1cccc(-c2nc(=S)c3c(n2Cc2ccco2)CCCC3)c1
  -0.6	98	-2	13	2	-10	6	nt	1	-0.1
- Cc1ccc2c(C)c(C(=O)N(C)C(C)c3ccon3)oc2c1C (stereo not given)
  -4.7	99	-4	1	2	-9	-9	-1	-1	0.3
- CCCOC(=O)C[N+](C)(C)CCOC1CC2CCC1(C)C2(C)C (stereo not given)
  1.1	97	4	-3	2	-12	10	63*	10	0.3
- COc1ccc(S(=O)(=O)N(C)C)cc1NC(=O)c1ccc(OCC2CCCO2)cc1 (stereo not given)
  0.5	95	6	3	0	-4	-7	-2	-1	0.2
- CCCCCCn1c2c(c(=N)c3c1CCC3)CCC2
  -1.6	103	-2	-7	13	1	1	-18	6	0.1
- O=C(NN1C(=O)C2C3c4ccccc4C(c4ccccc43)C2C1=O)c1ccccc1 (stereo not given)
  0.1	95	10	-2	2	-4	-12	0	0	-0.2
- CN(C)C(CNC(=O)C1CCCN1C(=O)c1cccs1)c1ccccc1 (stereo not given)
  1.5	100	1	11	0	5	nt	20	-6	-0.1
- Cc1ccc(C(=O)Nc2nc(C)c(C)s2)o1
  2.0	94	0	0	-7	0	2	-2	5	0.1
- Cc1ccsc1C(=O)N1CCC1(C)C(=O)NS(=O)(=O)c1ccccc1 (stereo not given)
  -0.9	95	-5	4	0	-6	nt	-3	2	-0.2
- O=C(N1CCCCCC1)N1CCN(S(=O)(=O)N2CCOCC2)CC1
  -0.8	97	-1	11	-1	-8	1	-5	-4	-0.4
- CCCn1c(=S)[nH]c2cc(C(=O)NCC3CCCO3)ccc2c1=O (stereo not given)
  -1.7	98	-8	7	0	-18	8	-11	-6	0.6
- Cc1ccc(NC(=O)c2cnc(SCC(=O)c3ccccc3)n(C)c2=O)cc1
  -0.6	104	-2	2	5	-6	-15	-12	-1	-0.1
- COc1ccc(OC(=O)c2cccc(S(=O)(=O)N3CC(C)OC(C)C3)c2)cc1 (stereo not given)
  0.8	91	2	0	-1	5	-4	5	2	0.0

This is a subset. The share of hits here may be higher or lower than overall.
